Screens as filed in PubChem BioAssay.
OX1R antagonist = human HCRTR1 antagonism; CHO/OX1R cells, Fluo-8 calcium fluorescence, orexin A; inhibition, % at 5 µM; hit rate 0.43% among 330,000; AID 434989; O43613;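 active = inhibition above its plate's threshold, mean inhibition of all tested compounds on the plate plus 3 SD, cut at about 37% in these data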;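 note: 0% = orexin A challenge wells and 100% = SB-334867-A antagonist wells; not every result past the cut was called active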
Target sequence (O43613 whole entry, looked up): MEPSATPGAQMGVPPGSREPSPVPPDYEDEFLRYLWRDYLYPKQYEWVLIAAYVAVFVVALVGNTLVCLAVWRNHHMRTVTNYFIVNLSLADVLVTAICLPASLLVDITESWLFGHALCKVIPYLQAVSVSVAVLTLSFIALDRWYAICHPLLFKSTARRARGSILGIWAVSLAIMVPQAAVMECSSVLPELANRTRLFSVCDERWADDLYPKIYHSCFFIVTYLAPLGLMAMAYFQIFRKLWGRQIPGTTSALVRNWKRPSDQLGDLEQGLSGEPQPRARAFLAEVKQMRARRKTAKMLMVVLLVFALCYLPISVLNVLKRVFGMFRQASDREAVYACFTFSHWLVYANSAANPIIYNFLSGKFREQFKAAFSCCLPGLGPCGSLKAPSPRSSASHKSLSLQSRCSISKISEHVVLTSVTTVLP
CHT PAM = human CHT allosteric activation. CHT-expressing cells, membrane potential dye, choline EC20; hits give high values; LV-AA mutant CHT in HEK293 cells. B-score at 10 µM. hit rate 0.49% among 310,000. AID 488977;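 active = initial fluorescence not abnormally high and integrated response B-score, plate-corrected, over 3 SD above library mean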
Target sequence (Q9GZV3 whole entry, looked up): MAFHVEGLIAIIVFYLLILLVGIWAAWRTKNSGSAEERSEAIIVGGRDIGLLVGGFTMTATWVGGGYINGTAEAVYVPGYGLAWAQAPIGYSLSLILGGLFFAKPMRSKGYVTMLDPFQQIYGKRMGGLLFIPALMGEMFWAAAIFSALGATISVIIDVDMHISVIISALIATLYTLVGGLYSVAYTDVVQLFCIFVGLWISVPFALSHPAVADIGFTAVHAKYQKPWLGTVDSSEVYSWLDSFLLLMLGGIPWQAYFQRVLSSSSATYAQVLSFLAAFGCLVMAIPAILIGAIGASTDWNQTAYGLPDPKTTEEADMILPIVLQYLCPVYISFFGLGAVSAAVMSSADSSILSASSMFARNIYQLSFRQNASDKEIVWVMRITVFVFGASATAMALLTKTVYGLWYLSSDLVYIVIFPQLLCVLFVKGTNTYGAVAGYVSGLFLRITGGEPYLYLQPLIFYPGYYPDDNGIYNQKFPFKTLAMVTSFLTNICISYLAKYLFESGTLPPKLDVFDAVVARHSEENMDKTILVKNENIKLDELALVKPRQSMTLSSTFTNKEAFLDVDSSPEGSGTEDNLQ
* = called active by the depositor.

Screening Cc1ccc(CNC(=O)COC(=O)CCOc2ccc(C)cc2)cc1 returned OX1R antagonist -28 and CHT PAM inactive.
`Cc1ccc(C(=O)/C=C/Nc2ccccc2C(N)=O)o1` gave OX1R antagonist -19 and CHT PAM inactive.
`NC(=O)c1ccc(NC(=O)CN2CCN(S(=O)(=O)c3ccc4c(c3)OCCO4)CC2)cc1` gave OX1R antagonist -5.
Screening COc1cccc(C2C3=C(CCCC3=O)Nc3nc(-c4cc(OC)c(OC)c(OC)c4)nn32)c1 (stereo not given) returned OX1R antagonist -16 and CHT PAM inactive.
`CCN(CC(=O)Nc1c(F)cccc1F)C(=O)c1ccc(S(=O)(=O)NCc2ccco2)cc1` gave OX1R antagonist -18 and CHT PAM inactive.
`N#Cc1ccccc1Cn1cc(/C=N/Nc2ccc([N+](=O)[O-])cn2)c2ccccc21` gave OX1R antagonist -9 and CHT PAM inactive.
For CN(C)c1nc(C(=O)NN)nc(N(C)C)n1 the results were OX1R antagonist -11 and CHT PAM inactive.
For O=C(NCc1n[nH]c(=S)n1-c1cccc(Cl)c1)c1ccc(S(=O)(=O)N2CCCC2)cc1 the results were OX1R antagonist -12 and CHT PAM inactive.
For C=C[C@@](C)(O)CC[C@@H]1[C@@]2(C)CCCC(C)(C)[C@@H]2CC[C@@]1(C)O the results were OX1R antagonist -9 and CHT PAM inactive.
`O=C(/C=C/c1ccc([N+](=O)[O-])o1)NNC(=O)c1ccc(F)cc1` gave OX1R antagonist -18 and CHT PAM inactive.
N#Cc1cccc(NC(=O)CN2C(=O)NC(Cc3ccccc3)C2=O)c1 (stereo not given) was read as OX1R antagonist -12 and CHT PAM inactive.
For COC(=O)c1ccccc1S(=O)(=O)N1CCC(C(=O)OC(C)C(=O)Nc2ccccc2OC)CC1 (stereo not given) the results were OX1R antagonist -28.
`CCCCOCCCNC(=O)Cc1cccs1` gave OX1R antagonist -9 and CHT PAM inactive.
`CN(C)N1C(N)=C(C#N)C(c2cccnc2)C2=C1CCCC2=O` (stereo not given) gave OX1R antagonist 2 and CHT PAM inactive.
For COC(=O)c1ccccc1NC(=O)CSc1nnc(-c2cccc(NC(C)=O)c2)n1C the results were OX1R antagonist -11 and CHT PAM inactive.
CCN1CCOC(CC(=O)Nc2ccc([N+](=O)[O-])cc2)C1=O (stereo not given) was read as OX1R antagonist 7 and CHT PAM inactive.
For O=C(Cn1cncn1)c1ccc(F)cc1F the results were OX1R antagonist -12 and CHT PAM inactive.
`O=C(NC1CCN(Cc2ccccc2)CC1)c1ccc2c(c1)OCCCO2` gave OX1R antagonist -19 and CHT PAM inactive.
Screening CC1=NN(C(N)=S)C(=O)C1N=Nc1c(C)n(C)n(-c2ccccc2)c1=O (stereo not given) returned OX1R antagonist -1 and CHT PAM inactive.
`CC1CN(C(=O)c2cc(-c3ccc(Cl)s3)nc3ccccc23)CC(C)O1` (stereo not given) gave OX1R antagonist -26 and CHT PAM inactive.
For Cc1ccc2nc(-c3ccc(SCC(=O)N4CCc5ccccc54)nc3)[nH]c2c1 the results were OX1R antagonist -21 and CHT PAM inactive.
`COc1ccc(CCNC(=O)CCNC(=O)N2CC(=O)Nc3ccccc32)cc1` gave OX1R antagonist -14 and CHT PAM inactive.
For O=C(Nc1ccc(Br)cc1)N1CCCC(O)C1 (stereo not given) the results were OX1R antagonist 21 and CHT PAM inactive.
`COc1ccc(NC(=O)CN(C)CC(=O)Nc2ccc(C)c(S(=O)(=O)N3CCCCC3)c2)cc1` gave OX1R antagonist -26.

Looked up by structure from the list above:
`O=C(NC1CCN(Cc2ccccc2)CC1)c1ccc2c(c1)OCCCO2` gave OX1R antagonist -19 and CHT PAM inactive.
For Cc1ccc2nc(-c3ccc(SCC(=O)N4CCc5ccccc54)nc3)[nH]c2c1 the results were OX1R antagonist -21 and CHT PAM inactive.

The listing continues:
O=C(NCCCN=C1NS(=O)(=O)c2ccccc21)c1ccc(S(=O)(=O)N2CCOCC2)cc1 was read as OX1R antagonist -8 and CHT PAM inactive.
CC(C)(C#N)Nc1ccccc1 was read as OX1R antagonist -5 and CHT PAM inactive.
`Cc1nc(CCNC(=O)Cc2ccc(Cl)cc2)cs1` gave OX1R antagonist -19 and CHT PAM inactive.
CC(=O)c1cc(C#N)c(Oc2ccc(Cl)cc2Cl)nc1C was read as OX1R antagonist -11 and CHT PAM inactive.
`Cc1cc(=O)c(C(=O)O)cn1-c1ccc(C(C)C)cc1` gave OX1R antagonist -5 and CHT PAM inactive.
For O=C(NCCN1CCOCC1)c1ccc(NC(=O)C2COc3ccccc3O2)cc1 (stereo not given) the results were OX1R antagonist -12 and CHT PAM inactive.
Cc1ccc(-n2c(C)nc3c(cnn3-c3ccc(C)c(C)c3)c2=O)cc1C was read as OX1R antagonist -19 and CHT PAM inactive.
For COc1cc(NC(=O)COC(=O)c2cc(S(=O)(=O)N3CCCCC3)ccc2Cl)c(C)cc1[N+](=O)[O-] the results were OX1R antagonist -19 and CHT PAM inactive.
`CCN(CC)S(=O)(=O)c1ccc(C(=O)N(c2ccccc2)C2C=CS(=O)(=O)C2)cc1` (stereo not given) gave OX1R antagonist -22 and CHT PAM inactive.
Screening O=C(Nc1ccc(S(=O)(=O)Nc2ncccn2)cc1)c1ccccc1Br returned OX1R antagonist 14 and CHT PAM inactive.
Screening CCOC(=O)Nc1ccc2c(CN(C)Cc3ccc(F)cc3)cc(=O)oc2c1 returned OX1R antagonist -5 and CHT PAM inactive.
Screening CC(=O)c1cccc(NC(=O)CCS(=O)(=O)c2cccc3nonc23)c1 returned OX1R antagonist -11 and CHT PAM inactive.

Brought forward from above: 7 compounds; new compounds follow.
For O=C(NCCN1CCOCC1)c1ccc(NC(=O)C2COc3ccccc3O2)cc1 (stereo not given) the results were OX1R antagonist -12 and CHT PAM inactive.
Cc1ccc(-n2c(C)nc3c(cnn3-c3ccc(C)c(C)c3)c2=O)cc1C was read as OX1R antagonist -19 and CHT PAM inactive.
For COc1cc(NC(=O)COC(=O)c2cc(S(=O)(=O)N3CCCCC3)ccc2Cl)c(C)cc1[N+](=O)[O-] the results were OX1R antagonist -19 and CHT PAM inactive.
`CCN(CC)S(=O)(=O)c1ccc(C(=O)N(c2ccccc2)C2C=CS(=O)(=O)C2)cc1` (stereo not given) gave OX1R antagonist -22 and CHT PAM inactive.
Screening O=C(Nc1ccc(S(=O)(=O)Nc2ncccn2)cc1)c1ccccc1Br returned OX1R antagonist 14 and CHT PAM inactive.
Screening CCOC(=O)Nc1ccc2c(CN(C)Cc3ccc(F)cc3)cc(=O)oc2c1 returned OX1R antagonist -5 and CHT PAM inactive.
Screening CC(=O)c1cccc(NC(=O)CCS(=O)(=O)c2cccc3nonc23)c1 returned OX1R antagonist -11 and CHT PAM inactive.
`CC(=O)c1ccc(NC(=O)C2CCCN(C(=O)c3ccc(Cl)cc3)C2)cc1` (stereo not given) gave OX1R antagonist -23 and CHT PAM inactive.
For CCCn1c(SCc2cc(=O)[nH]c3ccccc23)nc2c1c(=O)n(C)c(=O)n2C the results were OX1R antagonist -5 and CHT PAM inactive.
`Cc1ccccc1N1C(S)=C(C#N)C(=O)NC1c1ccco1` (stereo not given) gave OX1R antagonist 6 and CHT PAM inactive.
Screening Cn1nnnc1SCSc1nnnn1C returned OX1R antagonist 3 and CHT PAM inactive.
CS(=O)(=O)c1ccc2nc(NC(=O)c3ccccc3)sc2c1 was read as OX1R antagonist -2 and CHT PAM inactive.
O=[N+]([O-])c1ccc(Cl)c(S(=O)(=O)Nc2cccc(-c3ccc(N4CCOCC4)nn3)c2)c1 was read as OX1R antagonist -13 and CHT PAM inactive.
Cc1cc(S(=O)(=O)N2CCCC2C(=O)N2CCOCC2)c(C)cc1Cl (stereo not given) was read as OX1R antagonist -3 and CHT PAM inactive.
Screening COc1ccc(NC(=O)c2cc(S(=O)(=O)NCC3COc4ccccc4O3)ccc2F)cc1 (stereo not given) returned OX1R antagonist -5 and CHT PAM inactive.
`CN1CCN(c2cc3c(cc2F)c(=O)c(C(=O)O)cn3CCF)CC1` gave OX1R antagonist -16 and CHT PAM inactive.
`CC(C)(C)c1ccc(S(=O)(=O)N2CCCCC2)cc1` gave OX1R antagonist -22 and CHT PAM inactive.
COc1ccc(S(=O)(=O)Cc2ccc(C(=O)N3CCN(c4cc(C)ccc4C)CC3)o2)cc1 was read as OX1R antagonist -33 and CHT PAM inactive.
For CNC[C@H]1Oc2ccc(NC(=O)Nc3ccccc3)cc2CC(=O)N([C@H](C)CO)C[C@H]1C the results were OX1R antagonist 1.
Screening CC(=O)N1CCCC(C(=O)c2ccc3c4c(cccc24)CC3)C1 (stereo not given) returned OX1R antagonist -34 and CHT PAM inactive.
For O=Cc1c(Cl)nc2ccccn12 the results were OX1R antagonist -12 and CHT PAM inactive.
COC(=O)COc1ccc(/C=N/NC(=O)c2ccc(N(Cc3ccccc3)S(C)(=O)=O)cc2)cc1 was read as OX1R antagonist -20 and CHT PAM inactive.
Screening CN/C(=C\[N+](=O)[O-])NCCSCc1csc(CN(C)C)n1 returned OX1R antagonist -14 and CHT PAM inactive.
COC(=O)/C=C1/S/C(=N/NC(=O)c2ccccc2OC)NC1=O was read as OX1R antagonist 3 and CHT PAM inactive.
For CCN(C(=O)c1cc2cccc(OC)c2oc1=O)C1CCCCC1 the results were OX1R antagonist -8 and CHT PAM inactive.
Cc1ccc(CC(=O)N2CCOCC2)cc1 was read as OX1R antagonist -19 and CHT PAM inactive.
For CCOC(=O)NC1(C(F)(F)F)C(=O)N(Cc2ccccn2)C2=C1C(=O)CC(C)(C)C2 (stereo not given) the results were OX1R antagonist -19 and CHT PAM inactive.
Screening CCC(C)(C)C1CCC2(CC1)NC(=O)N(CC(=O)N(C)CC(=O)Nc1ccccc1C(F)(F)F)C2=O (stereo not given) returned OX1R antagonist -16 and CHT PAM inactive.
`CC(C)(C)c1ccc(OCCC(=O)Nc2cccc(S(=O)(=O)N3CCCCC3)c2)cc1` gave OX1R antagonist -25 and CHT PAM inactive.
`Cc1ccc(Nc2cc(C)nc3ncnn23)c(Cl)c1` gave OX1R antagonist -22 and CHT PAM inactive.
Screening O=C(Cc1cccs1)N=Nc1c(O)[nH]c2ccccc12 returned OX1R antagonist -14 and CHT PAM inactive.
Cc1[nH]c2ccccc2c1/C=N/NC(=O)c1ccccc1 was read as OX1R antagonist -8 and CHT PAM inactive.
O=S(=O)(NC1CC1)c1ccc(Cl)cc1 was read as OX1R antagonist -10 and CHT PAM inactive.
COc1ccccc1C(=O)NCCC(=O)NC1CCCCC1C (stereo not given) was read as OX1R antagonist 3 and CHT PAM inactive.
`Cn1cc(CN2CCCC(C(=O)Nc3ccc(-c4cccc(F)c4)cc3)C2)cn1` (stereo not given) gave OX1R antagonist -3 and CHT PAM inactive.
For CSc1ncccc1C(=O)OCC(=O)c1cc2ccccc2o1 the results were OX1R antagonist 10 and CHT PAM inactive.
Screening CCNc1nc(NC(C)C)nc(N(C#N)CC(=O)OC)n1 returned OX1R antagonist -9 and CHT PAM inactive.
`O=S(=O)(Nc1cccc(S(=O)(=O)N2CCCCC2)c1)c1ccc(Cl)s1` gave OX1R antagonist -22.
C=CC[C@@H](CC(=O)N[C@H](CO)Cc1ccccc1)C(=O)NC[C@@H](OC(=O)[C@@H](CC=C)Cc1ccc(F)cc1)c1ccccc1 was read as OX1R antagonist -5.
Cn1c(N)c(C(=O)COC(=O)/C=C/c2cccc(C(F)(F)F)c2)c(=O)n(C)c1=O was read as OX1R antagonist 5.
For O=C(NCc1ccco1)C1CN(S(=O)(=O)c2ccccc2)CCN1S(=O)(=O)c1ccccc1 (stereo not given) the results were OX1R antagonist -13 and CHT PAM inactive.
CC(C)CC(=O)Nc1cccc2c1C(=O)N(c1ccccc1)C2=O was read as OX1R antagonist -30 and CHT PAM inactive.
COc1ccc(C)cc1S(=O)(=O)N(CC(=O)N1CCCC1)c1ccccc1 was read as OX1R antagonist -10 and CHT PAM inactive.
COc1ccc(OCCOc2ccc(S(=O)(=O)N3CCCC3)cc2C(N)=O)cc1 was read as OX1R antagonist -18.
For Cc1ccc(S(=O)(=O)N2CCC(C(=O)OCC(=O)NC(C)c3ccc(F)cc3)CC2)cc1C (stereo not given) the results were OX1R antagonist -22.
`CS(=O)(=O)N1CCN(c2ccccc2NC(=O)c2cccc3ccccc23)CC1` gave OX1R antagonist -22 and CHT PAM inactive.
`COC(=O)CNC(=O)c1ccc(=O)oc1` gave OX1R antagonist -11 and CHT PAM inactive.
For O=C(NC(Cc1c[nH]c2ccccc12)C(=O)N/N=C/c1cccnc1)c1cccs1 (stereo not given) the results were OX1R antagonist 37 and CHT PAM inactive.
For Cc1ccc(CN(CC(=O)NCCc2ccccc2)C(=O)c2csnn2)cc1 the results were OX1R antagonist -40 and CHT PAM inactive.
Screening CCN1/C(=C/c2cc[n+](C)cc2)C=Cc2cc(C)ccc21 returned OX1R antagonist 11 and CHT PAM inactive.
O=C(NCc1ccco1)c1cc(Cl)nc(Cl)c1 was read as OX1R antagonist -14 and CHT PAM inactive.
O=C(CN1CCN(Cc2cccc(Cl)c2)C1=O)NCC1CCCO1 (stereo not given) was read as OX1R antagonist 9 and CHT PAM inactive.
O=C(c1cc([N+](=O)[O-])ccc1Cl)N1CCN(Cc2ccccc2)CC1 was read as OX1R antagonist 7 and CHT PAM inactive.
For Cc1ccc(C(=O)N2CCC3(CC2)NCCc2[nH]cnc23)cc1 the results were OX1R antagonist 2 and CHT PAM inactive.
`Cc1ccc(C(CNC(=O)Nc2ccccc2)N2CCN(C)CC2)cc1` (stereo not given) gave OX1R antagonist -44 and CHT PAM inactive.
For COc1ccccc1/C=C(\C#N)C(=O)Nc1ccc(S(N)(=O)=O)cc1 the results were OX1R antagonist -18 and CHT PAM inactive.
COc1ccc(C2CC(C(F)(F)F)n3ncc(C(=O)Nc4c(C)n(C)n(-c5ccccc5)c4=O)c3N2)cc1 (stereo not given) was read as OX1R antagonist -21 and CHT PAM inactive.
For COc1ccc(-c2noc(N3CCC(C(=O)Nc4cccc(OC)c4)CC3)n2)cc1 the results were OX1R antagonist -7 and CHT PAM inactive.
